IkB signaling – IkB Signaling. ABC-DLBCL IkBa-CBG/CBR dual luciferase ratio, 4 h; response scale: scaled: untreated 0%, proteasome inhibitor 100%. Potency, µM (top dose mostly 57.1 µM), for the others: at the highest dose IkBa stabilization activation. 110,000 compounds, 0.04% hits. AID 445, 2006; active = well fitted curve in the direction sought with a large enough effect in the signal ratio, not every such curve was filed as active; inconclusive = small, poorly fitted or top-dose-only effect, or a change in a side signal; the % refers to the signal ratio;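 note: the direction sought is a rising ratio; 0% = basal untreated cells and 100% = reference inhibitor full response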
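In this assay, an IκBα–CBG68 fusion accumulates when IKK-driven degradation is blocked; native CBR normalizes for cell number. OCI-Ly3 cells were treated 4 h with compound and doxycycline, then green and red light read after Chroma-Glo addition.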
p53ts 32C kill – qHTS Screen for Compounds that Selectively Target Cancer Cells with p53 Mutations: Cytotoxicity of p53ts Cells at the Permissive Temperature; H1299-p53A138V at 32C, ATP luminescence viability, 24 h; Potency, µM (highest dose often 46.1 µM), without a hit: at the top dose activity change, negative = cytotoxicity, most hits filed as cytotoxic; 130,000 compounds, 0.93% hits;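 note: 0% = DMSO and -100% = full killing by reference compound; nearly all actives have a fitted effect of over 55% in size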
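ATP-content luminescence (ATPlite) read-out after 24 h compound exposure at 32C in H1299-p53A138V cells (600/well). Tested up to 46 uM. Normalized to DMSO (0%) and 100 uM tamoxifen (100% killing); Hill-fit AC50.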
p53ts 39C kill – qHTS Screen for Compounds that Selectively Target Cancer Cells with p53 Mutations: Cytotoxicity of p53ts Cells at the Nonpermissive Temperature. 130,000 compounds, 1.5% hits. AID 902, 2007. H1299-p53A138V viability at 39C, ATP luminescence, 24 h. Potency, µM (top dose mostly 46.1 µM), for inactives: top-dose activity change, negative = cell killing, usual class: cytotoxic; note: nearly all actives have a fitted effect of over 55% in size
Imprint erasure – qHTS Assay for Compounds that Induce Erasure of Genomic Imprints. mouse ES Peg3-LacZ reporter, beta-gal luminescence, 40 h. Potency, µM (highest dose often 60.7 µM), for inactives: at the top dose activity change, positive = activation, actives largely listed as activators. 110,000 compounds, 0.02% hits. AID 1948, 2009;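 note: 0% = negative control wells on the plate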
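Readout: BetaGlo luminescence (5 min, room temp) for LacZ from the normally silent maternal Peg3 allele in female Peg3LacZ-Neo ES cells. Cells 300/well, 40 h, 37C, 5% CO2. Data normalized per plate to negative controls.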
The depositor's hits bear a star; ? = inconclusive; . = not tested or not shown; [ ] = another dose, or the depositor's remark. Unless noted, calls come from the whole dose curve; as a rule, active = well fitted curve in the direction sought with a large enough effect; inconclusive = small, poorly fitted or top-dose-only effect, or another doubt; inactive = no such curve, though single readings can be large; an effect the other way counts as inactive or inconclusive. Unless noted, % is set by controls: 0 for no effect and ±100 for the full control effect; potency is the fitted concentration of half-maximal effect. Outcome played no part in choosing rows (roughly 1.8% active in at least one column).

SMILES	IkB signaling	p53ts 32C kill	p53ts 39C kill	Imprint erasure
CCN(C(=O)COc1ncnc2ccc(Br)cc12)C1CCS(=O)(=O)C1 (stereo not drawn)	-0.7%	22%	-5%	-4%
N#Cc1nc(COc2ccc(F)cc2)oc1NCCN1CCOCC1	0.5%	-4%	0%	-8%
Cc1nn(-c2ccc(N3CCCC3)nn2)c(C)c1CCC(=O)N1CCN(c2ccc(F)cc2)CC1	1.8%	1%	10%	-11%[10.9 µM]
CNc1ccc(Br)cc(C(=O)/C=C/c2cc(OC)ccc2OC)c1=O	.	-13%	6%	.
COc1ccc(-c2nnc(SCC(=O)NCCC(C)C)nc2-c2ccc(OC)c(OC)c2)cc1OC	0.2%	3%	-12%	-10%[10.9 µM]
Cc1cc(C)nc(N2CCCC(C(=O)NC(C)CCc3ccco3)C2)n1 (stereo not drawn)	0.3%	7%	6%	1%
CC(C)Nc1nc(NC(C)C)nc(N(C#N)CCOc2ccc(Cl)cc2Cl)n1	.	14%	4%	.
CCCCCC(=O)N(c1ccc(OCC)cc1)S(=O)(=O)c1ccc2c(c1)n(C)c(=O)n2C	1.3%	6%	-3%	-18%[10.9 µM]
CC(C)C(=O)c1cn(CC(=O)NCC2CCCO2)c2ccccc12 (stereo not drawn)	6.0%	-3%	-3%	-3%
CCCC[C@@H]1C[C@H]1C(NS(=O)(=O)c1cccc2cccnc12)c1ccc(-c2ccccc2)cc1 (stereo partly drawn)	.	3%	2%	-7%
O=C(Nc1cc(-c2nc3cc(Cl)ccc3o2)ccc1Cl)c1cc2ccccc2o1	?	-2%	36%[activator]	4%[10.9 µM]
c1cc(CSc2nnc(-c3ccc4c(c3)OCO4)o2)ccn1	-0.3%	-24%	-23%	-27%
CCC(Cn1nnc2ccccc2c1=O)NC(=O)Nc1cccc(C)c1C (stereo not drawn)	?	2%	-15%	19%[10.9 µM]
COc1ccc(CCNC(=O)C2CCN(c3nc4ccccc4nc3C(F)(F)F)CC2)cc1OC	?	-7%	?	-6%[10.9 µM]
COc1ccc(C(=O)N[C@H]2COC(C)(C)O[C@H]2c2ccccc2)cc1	4.5%	29%	13%	8%
Cc1ccc(Cn2c(=O)n(-c3ccccc3)c(=O)c3ccc(C(=O)NCc4ccco4)cc32)cc1	-1.7%	-26%	?	-9%[10.9 µM]
Cc1cc(C)c(Nc2nn3c(=O)c4cc5c(cc4nc3s2)OCO5)c(C)c1	23%	-2%	-17%	-9%[10.9 µM]
CCCCOc1cccc(C(=O)N(Cc2ccc(Br)o2)C2CCS(=O)(=O)C2)c1 (stereo not drawn)	?	7%	27%	-10%[10.9 µM]
CCC(C(=O)Nc1nnc(-c2ccco2)s1)c1ccccc1 (stereo not drawn)	-0.9%	-3%	0%	-13%
Cc1cc(C)nc(SCc2n[nH]c(=S)n2C)n1	6.0%	6%	11%	-13%

Grouped by structure, the compounds so far with a furan ring, fused or not
SMILES	IkB signaling	p53ts 32C kill	p53ts 39C kill	Imprint erasure
Cc1cc(C)nc(N2CCCC(C(=O)NC(C)CCc3ccco3)C2)n1 (stereo not drawn)	0.3%	7%	6%	1%
O=C(Nc1cc(-c2nc3cc(Cl)ccc3o2)ccc1Cl)c1cc2ccccc2o1	?	-2%	36%[activator]	4%[10.9 µM]
Cc1ccc(Cn2c(=O)n(-c3ccccc3)c(=O)c3ccc(C(=O)NCc4ccco4)cc32)cc1	-1.7%	-26%	?	-9%[10.9 µM]
CCCCOc1cccc(C(=O)N(Cc2ccc(Br)o2)C2CCS(=O)(=O)C2)c1 (stereo not drawn)	?	7%	27%	-10%[10.9 µM]
CCC(C(=O)Nc1nnc(-c2ccco2)s1)c1ccccc1 (stereo not drawn)	-0.9%	-3%	0%	-13%

(cont.)
SMILES	IkB signaling	p53ts 32C kill	p53ts 39C kill	Imprint erasure
Cc1cccc(-c2noc(CN(C(=O)C34CC5CC(CC(C5)C3)C4)C(C)C)n2)c1	-0.9%	-1%	-4%	?
CS(=O)(=O)Nc1cccc(-c2cc(NCc3ccccc3)ncn2)c1	1.0%[11.4 µM]	3%	-6%	-2%
O=C(CSc1nc2ccccc2o1)N1CCN(c2ccc(Cl)cc2)CC1	3.5%	-8%	15%	-8%
O=C(Cc1ccccc1)N(Cc1cccnc1)c1nc2c(F)cc(F)cc2s1	?	-9%	-15%	-9%[10.9 µM]
CCOc1ccc(C(=O)Nc2ccc(C(=O)OCc3cc(=O)n4nc(CC)sc4n3)cc2)cc1	-2.1%	-4%	11%	-9%[10.9 µM]
CCCN1C=CC(=C2C(=O)c3ccccc3C2=O)C=C1	?	0.2µM*	0.32µM*	-96%[inhibitor]
COC(=O)c1ccc(CN(c2ccc(C)cc2)S(=O)(=O)c2ccc3c(c2)OCCO3)o1	0.3%	8%	4%	-12%
Cc1ccc(Cl)cc1N1CCN(C(=O)c2cc3c(=O)n(C)c4ccccc4c3s2)CC1	?	15%	19%	4%[10.9 µM]
CCCCn1c(=NC(=O)c2ccco2)c(C(=O)OCC)cc2c(=O)n3ccccc3nc21	?	9%	-7%	-29%
CN(O)/C=c1/ccc2c(n1)C(=O)C=CC=2	5.5%	-20%	?	-27%
Cc1cccc(-n2c(SCC(=O)N3CCCC3)nc3n[nH]c(C)c3c2=N)c1	.	9%	-19%	.
CCc1ccc(OCC(=O)Nc2ccc(Cl)c(-c3nc4ncccc4o3)c2)cc1	?	-1%	-10%	-11%[10.9 µM]
CCN1CCN(C(c2ccc(F)cc2)c2sc3nc(-c4ccco4)nn3c2O)CC1 (stereo not drawn)	0.3%	2%	-10%	-5%[10.9 µM]
CCCC(=O)Nc1ccc2nc(SCC(=O)N3CCOCC3)sc2c1	0.6%	-20%	-13%	-6%[10.9 µM]
Cc1nn(-c2ccccc2)c2sc(C(=O)Nc3ccc(Br)cc3)cc12	6.4%	5%	-28%	-10%[10.9 µM]
COC(=O)/C(C#N)=C1/C=Cc2ccccc2N1C	.	-8%	-6%	.
O=S(=O)(C[C@H](O)C(Cl)(Cl)Cl)NNc1ccccc1	3.7%[11.4 µM]	12%[9.22 µM]	11%[9.22 µM]	9%[10.9 µM]
O=C(NCCc1ccccc1)c1ccc(CS(=O)Cc2ccc(Cl)cc2)o1 (stereo not drawn)	-2.1%	0%	-14%	-9%[10.9 µM]
CNc1nc(Oc2ccc(=O)[nH]n2)nc(N2CCOCC2)n1	-5.4%	-2%	11%	-6%[10.9 µM]
CC(CC(=O)NCc1cccnc1)c1ccccc1 (stereo not drawn)	.	-8%	-9%	.
COc1ccc(S(=O)(=O)N(CC(=O)Nc2cc(C)on2)Cc2ccccc2)cc1	1.6%	-2%	1%	-6%
Nc1nc2ccc(S(=O)(=O)c3ccc4nc(N)sc4c3)cc2s1	0.1%	0%	-3%	2%
COc1ccc(CNC(=O)c2c(O)nc3c(C)cccn3c2=O)cc1	?	-3%	2%	9%[10.9 µM]
Cc1ccccc1CN1CCNC(=O)C1CC(=O)O (stereo not drawn)	2.4%	-9%	8%	-8%
CN(Cc1ccccc1)C(=O)CCC(=O)N(C)Cc1ccccc1	0.6%	2%	7%	-7%
O=C(NCCCc1ccccc1)c1nn(-c2ccccc2F)nc1CO	?	0%	-3%	-4%[10.9 µM]
CCc1ccc(NC(=O)C2CCN(c3ccc(Sc4ccc(C)cc4)nn3)CC2)cc1	-0.4%	2%	24%	6%[10.9 µM]
C=CCC(CC=C)(CNC(=O)C(=O)Nc1ccc(Br)cc1)c1ccc(OC)c(OC)c1	-0.5%	6%	-24%	-13%[10.9 µM]
Cc1ccc(-c2nc(NC(=O)CSc3nc(C)nc4sc5c(c34)CCCC5)ns2)cc1	0.9%	3%	15%	-4%[10.9 µM]
CCN(C)c1ccc(/C=N\n2nnnc2N)cc1	-2.0%	-16%	-20%	-54%[inhibitor]
CCCc1nn2c(C)c(-c3ccccc3)nc2s1	13%	6.3µM*	10µM*	-54%[inhibitor][10.9 µM]
CCc1nnc(NC(=O)CSc2nccn2-c2ccccc2)s1	0.3%	-13%	14%	-7%
O=C(Nc1c(C(=O)N2CCN(c3ccccc3F)CC2)oc2ccccc12)c1ccco1	?	-5%	2%	12%[10.9 µM]
COC(=O)c1sc(S(=O)(=O)NCc2cccs2)c(C(=O)OC)c1C	0.1%	4%	2%	-5%
CCCN(CCC)CCCNC(=O)C1CCCN(S(=O)(=O)c2cccc3nsnc23)C1 (stereo not drawn)	0.2%	4%	22%	-13%[10.9 µM]
CCN1C(=O)[C@H]2[C@H]3[C@H](O)[C@H](O)C/C(=N/NC(=O)OCc4ccccc4)[C@H]3CC[C@@H]2C1=O	.	7%[9.22 µM]	8%[9.22 µM]	.
CCOC(=O)c1[nH]c(=O)[nH]c1CSCCO	0.5%	2%	4%	6%
CN1C(=O)/C(=C2/C=CC=CN2C)OC1=S	-0.5%	-3%	1%	1%
COc1ccc(CN2C(=O)c3ccccc3C2C(=O)NC2CCCCCC2)c(OC)c1 (stereo not drawn)	?	16%	4%	4%[10.9 µM]
COCCn1c(C2CCCCC2)nc2sc3ccccc3c(=O)c2c1=O	8.0%	0%	4%	-2%
CCOc1ccc(-c2cccc(NS(=O)(=O)c3ccc(Cl)s3)c2)nn1	?	-10%	-22%	-12%[10.9 µM]
CCN(CC)c1ccc(C(=O)Nc2cccc(F)c2)cc1	-0.5%	13µM*	?	-66%[inhibitor]
CCCn1c(N2CCN(S(=O)(=O)Cc3ccccc3)CC2)nc2ccccc21	-1.5%	7%	-1%	.
NC(=O)c1cc(N2C(=O)C3CC=CCC3C2=O)ccc1N1CCCCC1 (stereo not drawn)	1.4%	-7%	2%	-10%
Cc1ccc(NC(=O)CSC2=C(C#N)C(c3ccc4c(c3)OCO4)CC(=O)N2)cc1C (stereo not drawn)	.	5%	-13%	.
O=C(c1cnccn1)N1CCC2(CCCN(c3cccc(-c4ccccc4)c3)C2)CC1	2.5%[11.4 µM]	4%	-20%	.
Cc1cc(C(=O)Nc2ccc(C(=O)O)cc2)c(-c2ccccc2)o1	9.5%	2%	5%	-14%
COc1ccc(C(=O)[C@H](Br)[C@H](Br)C(=O)O)cc1	22%[11.4 µM]	-19%[9.22 µM]	7%[9.22 µM]	10%[10.9 µM]
Cc1ccccc1CN1CCCN(CC(=O)Nc2ccc3c(c2)OCCO3)S1(=O)=O	?	-1%	-21%	-5%[10.9 µM]
CC(C)CNS(=O)(=O)c1ccc(CCC(=O)NCc2ccco2)cc1	1.7%	6%	15%	-6%
COc1ccccc1Nc1sc(C(=O)c2ccc3c(c2)OCO3)c(N)c1S(=O)(=O)c1ccccc1	-4.4%	5%	11%	-11%[10.9 µM]
O=C(Nc1ccc(Br)c(Cl)c1)C1CC1	4.1%	-15%	13%	-18%
Cc1ccc(NC(=O)CSc2nnc(-c3ccc([N+](=O)[O-])cc3)o2)c(C)c1	0.5%	7%	-1%	14%[10.9 µM]
CCN(c1ccccc1C)S(=O)(=O)c1nnc(NC(=O)c2ccco2)s1	-1.7%	-3%	-11%	-8%[10.9 µM]
Cc1ccccc1Cn1nc(C)c(NC(=O)c2noc3c2CCCC3)c1C	1.9%	2%	7%	-18%
COc1cc([N+](=O)[O-])ccc1NC(=O)c1nc2ccccc2n(C)c1=O	3.1%	5%	-9%	-11%[10.9 µM]
CCn1c(SCC(=O)Nc2ccc3c(c2)OCCO3)nc2c(c1=O)SC(C)C2 (stereo not drawn)	-2.1%	-3%	1%	-13%
COc1cccc(N2C(=O)C(CC(=O)Nc3ccccc3)N(C3CCCCC3)C2=O)c1 (stereo not drawn)	0.8%	-2%	-5%	-8%
Cc1ccccc1Cn1nc(C)c(NC(=O)c2cc3nc(-c4ccco4)cc(C(F)(F)F)n3n2)c1C	?	14%	-8%	-20%
O=C(CCCn1c(=S)[nH]c2ccccc2c1=O)NC1CCCC1	-0.6%	6%	-10%	-11%
CCN(CC)C(=O)Cn1cc(SCC(=O)Nc2cc(OC)ccc2OC)c2ccccc21	?	3%	-5%	-18%[10.9 µM]
O=C(CN1CCCc2ccccc21)NCc1ccc2c(c1)OCO2	-0.2%	7%	5%	-19%
Cn1cc(S(=O)(=O)CC(=O)Nc2ccc3c(c2)OCO3)c2ccccc21	?	6%	3%	-7%

Screens deposited in PubChem BioAssay by National Center for Advancing Translational Sciences (NCATS).
